Bioassay records deposited in PubChem BioAssay by Broad Institute.
CFTR F508del cor – CFTR F508del correction in bronchial cells. CFBE cells, YFP halide quenching; stimulated with forskolin plus potentiator P3; % fluorescence drop versus neutral controls. 350,000 tested, 0.36% active. activity (quench increase), % at 7.58 µM. AID 720511;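 active means mean added fluorescence quench of at least 8% versus neutral control, with both replicates also reaching 8%; inconclusive means only one of the mean or replicate conditions met; inactive means mean below 8% and not both replicates reaching 8%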;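 further: cells transiently co-express mutant CFTR-F508del with the halide-sensitive YFP; corrector assay measuring rescue of mutant channel to the surface after 24 h compound exposure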
EWS-Fli inh – EWS/Fli transcriptional activity inhibition. inhibition, % at 12.6 µM. A673 NR0B1-luciferase reporter, viability-normalised. 350,000 tested, 0.67% active. AID 651661;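 active means mean inhibition of at least 50% after viability correction, with every replicate also passing that limit; inconclusive means mean reaches 50% but only one of two replicates passes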;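 further: firefly luciferase signal divided by Alamar Blue viability fluorescence both relative to DMSO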
ARNT TACC3 PPI – disruptors of human ARNT/TACC3 interaction; Q9Y6A5; AlphaScreen His-ARNT PAS-B/GST-TACC3 binding, luminescence; TACC3 fragment carries E629A point mutation; inhibition, % at 9.99 µM; 390,000 tested, 0.66% active; AID 623870;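 active means mean inhibition of replicates at least 50% and at least half of replicates each reaching 50%; inconclusive means half or more replicates reach 50% but mean below 50%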;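 further: 0% = complete ARNT plus TACC3 wells and 100% = ARNT alone without TACC3; many hits fall short of the cut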
Xi reactivation – X-chromosome reactivation activator. activation, % at 7.58 µM. 360,000 tested, 0.055% active. XiGFP mouse fibroblasts, % GFP-positive cells imaging, 3 d; cells co-treated with 5-aza-dC sensitizer; scaled so ellipticine positive control = 100%. AID 743238;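 active means mean normalized replicate activation at least 10% and every replicate at or above 10%; inconclusive means only one of the two criteria met; inactive means mean below 10% and not all replicates reach 10%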;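 further: 0% = median of on-plate neutral control wells and 100% = ellipticine 6 µM median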
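Schedule: 3 d treatment, 15 min room-temperature fixation; system: 68-5-11 XiGFP fibroblast line; buffer or medium: DMEM plus 5-aza-dC sensitizer; control set: ellipticine 6 µM positive control; compound: one concentration, pinned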
INS-1E GSIS act – GLuc luminescence reporter in INS-1E cells, primary screen for activators of glucose-dependent secretion of insulin | AID 743287 | activation, % at 16.6 µM | INS-1E GLuc reporter insulin secretion, 2-3 h | 370,000 tested, 0.61% active;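 active means lowest replicate activation of at least 40%, so every replicate reaches that level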;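 further: 0% = median of neutral control wells and 100% = median of IBMX positive control wells; some compounds called inactive have numbers as strong as hits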
PAX8 inh HTS – PAX8 transcriptional activity inhibition; RMG-I TPO-luciferase reporter, SteadyGlo, 24 h; inhibition, % at 12.6 µM; 360,000 tested, 1.2% active;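 active means mean replicate inhibition at least 60% with every replicate also reaching 60%; inconclusive means only one of the two criteria is met; inactive means mean below 60% and not all replicates reaching 60%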;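 further: luciferase light reporting Pax8 driven TPO promoter activity; plate controls were median of neutral control wells for no effect and mitoxantrone controls for full effect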
ERp5 inh – inhibitors of human ERp5; Q15084; ERp5 insulin aggregation, absorbance 650 nm, 90 min; inhibition, % at 9.99 µM; 350,000 tested, 0.05% active; AID 651711;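 active means mean replicate inhibition above about 25%, with every replicate also reaching it, limit read from the data, passing the limit was not always enough; inconclusive means only one of those two criteria met; inactive means neither criterion met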
Target sequence (Q15084 whole entry, looked up): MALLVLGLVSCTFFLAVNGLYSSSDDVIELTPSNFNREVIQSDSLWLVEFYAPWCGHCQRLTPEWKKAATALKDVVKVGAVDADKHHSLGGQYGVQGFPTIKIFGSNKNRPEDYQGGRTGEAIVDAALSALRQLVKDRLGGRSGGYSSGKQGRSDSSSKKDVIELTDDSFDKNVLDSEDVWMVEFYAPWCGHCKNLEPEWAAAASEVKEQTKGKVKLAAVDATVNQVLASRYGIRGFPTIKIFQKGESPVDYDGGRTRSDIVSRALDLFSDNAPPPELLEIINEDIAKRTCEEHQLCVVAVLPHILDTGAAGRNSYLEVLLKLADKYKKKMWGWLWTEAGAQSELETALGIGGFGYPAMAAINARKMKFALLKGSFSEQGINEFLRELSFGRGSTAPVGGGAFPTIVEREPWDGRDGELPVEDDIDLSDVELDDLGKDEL
DENV2 CPE rescue – inhibitors of DENV2 cytopathic effect. DENV2-infected cells, cytopathic effect rescue, plate reader. CPE inhibition, % at 9.99 µM. 350,000 tested, 1.7% active. AID 651640; in the data active means CPE inhibition above about 20%, passing the limit was not always enough; inconclusive means no clear call, values can overlap the other calls; tested in BHK-21 cells;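 further: 0% = median of neutral control wells and 100% = median of positive control wells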
The depositor's hits bear a star; u = inconclusive; x = not tested or not shown; & = joins results of further samples.

SMILES	CFTR F508del cor	EWS-Fli inh	ARNT TACC3 PPI	Xi reactivation	INS-1E GSIS act	PAX8 inh HTS	ERp5 inh	DENV2 CPE rescue
COc1ccc(NC(=O)[C@@H]2CC=C[C@@H]3CCN(Cc4ccc(Cl)c(Cl)c4)C(=O)[C@@H]32)cc1	1.6	-0.6	x	0.1	-32.6	57.7	7.6	-5.2
CCCn1c(=N)n(CC(O)c2ccc(C)cc2)c2ccccc21 (stereo not drawn)	3.1	14.7	-7.1	0.1	-9.9	-0.5	-4.9	0.9
CCC(=O)N1C[C@H](O)COC[C@H]2O[C@H](CC(=O)N3CCCCC3)CC[C@@H]21	-3.2	-4.4	-0.8	0.3	7.7	-3.9	-9.8	-1.8
Cc1ccc(SCCCCN2CCNCC2)cc1	2.9	-15.0	3.7	0.3	-9.8	-15.3	-1.0	-1.2
COc1ccc(-c2cc(=O)oc3cc(OCC(=O)NCc4ccccn4)ccc23)cc1	-1.8	2.2	-8.5	x	4.4	x	-0.1	-17.5
CCCc1cc(=O)oc2cc(OCC(=O)Nc3ccccn3)ccc12	3.5	-63.0	11.9	0.3	29.4	-147.2	1.7	-4.8
O=[N+]([O-])c1cccc(-c2c(-c3ccccc3)ncc3ccc(F)cc23)c1	1.1	-68.2	-2.1	-0.2	18.5	-29.1	3.8	19.5
CNC[C@@H]1Oc2cc(-c3cncnc3)ccc2S(=O)(=O)N([C@H](C)CO)C[C@H]1C	-2.5	0.2	2.3	0.5	-2.5	x	2.1	11.8
Cc1ccc(/C=N/NC(=O)c2nnn(-c3nonc3N)c2C)o1	-1.6	x	-2.8	0.3	6.6	0.3	1.4	-1.5
CC(C)CN(C(=O)COC(=O)CNC(=O)c1sc2ccccc2c1Cl)C1CCS(=O)(=O)C1 (stereo not drawn)	0.5	4.5	1.8	0.2	12.8	-1.6	4.8	-3.5
O=C(CNC(=O)c1ccc(Cl)c([N+](=O)[O-])c1)OCN1C(=O)c2ccccc2C1=O	1.6	4.7	x	0.0	2.1	-16.8	1.5	-1.3
C[C@@H]1CCCCO[C@@H](CN(C)Cc2ccccc2)[C@@H](C)CN([C@@H](C)CO)C(=O)c2cc(NS(=O)(=O)c3cccs3)ccc2O1	0.2	-3.8	-5.9	0.1	-15.3	-9.3	5.2	3.6
CC(=O)c1c(C)nc2ccccn12	-1.3	3.2	0.7	x	3.7	x	5.0	-8.9
C[C@@H]1CN([C@@H](C)CO)C(=O)CCCn2nncc2CO[C@H]1CN(C)Cc1ccc(C(=O)O)cc1	-1.2	-1.7	x	-0.1	-4.1	2.2	-6.9	-7.2
O=C(O)c1ccccc1C(c1ccccc1)c1ccccc1O (stereo not drawn)	-0.6	-0.2	-42.7	0.3	-0.5	x	-3.8	u
CC1CCCC(C)N1/N=C/c1cc(Br)c(O)c(Br)c1 (stereo not drawn)	x	x	x	0.1	-18.6	1.2	-0.8	6.5
Cc1cc(NC(=O)Nc2ccc(F)cc2F)n(C)n1	x	1.5	-5.0	-0.1	15.2	-0.4	1.5	2.0
CN(C)C(=O)C[C@H]1CC[C@H]2[C@@H](COc3ccc(NC(=O)NCc4ccccc4)cc3C(=O)N2C)O1	1.7	-7.5	0.6	0.0	5.6	-7.1	4.3	-6.0
Cc1c(NC(=O)c2ccc(N3CCCC3)c([N+](=O)[O-])c2)cccc1-c1nc2ccccc2s1	2.3	-21.2	3.8	x	5.8	x	-5.6	-0.7
CC(Oc1ccc(Br)cc1)C(=O)NCCCN1CCCC1=O (stereo not drawn)	-3.0	2.8	13.9	-0.5	16.3	-3.7	-5.4	-5.4
COC(=O)c1c(-c2ccc(OC)cc2)sc2ccc(OC)cc12	-2.4	-20.1	-2.8	1.5	0.1	-115.4	0.1	12.0
CC(=O)N1N=C(c2ccco2)CC1c1cc2ccc(C)cc2nc1Cl (stereo not drawn)	0.6	5.0	-2.1	0.0	x	32.2	-1.3	9.0
COc1ccc(CC(=O)NCC2CCCN(Cc3cccc(SC)c3)C2)cc1 (stereo not drawn)	-2.9	-5.9	-2.5	0.0	-11.0	15.3	3.1	-0.3
CCC(NS(=O)(=O)c1ccc2c(c1)NC(=O)C(C)C(=O)N2)c1cccs1 (stereo not drawn)	0.8	-1.6	-4.1	0.1	-7.1	-0.8	-2.2	-1.3
CO[C@@H]1CN(C)C(=O)c2cc(NC(=O)NC(C)C)ccc2OC[C@H](C)N(Cc2ccc(-c3ccccn3)cc2)C[C@H]1C	0.4	15.5	-5.4	0.1	-41.2	x	5.1	6.1
SMILES	CFTR F508del cor	EWS-Fli inh	ARNT TACC3 PPI	Xi reactivation	INS-1E GSIS act	PAX8 inh HTS	ERp5 inh	DENV2 CPE rescue
CSc1ccccc1NC(=O)CSc1nnc(Cc2ccccc2)o1	2.1	-0.8	-6.0	0.0	-0.4	-3.5	-2.4	6.3
C[C@H](CO)N1C[C@H](C)[C@H](CN(C)C(=O)CCC(F)(F)F)OCCCC[C@H](C)Oc2ccc(NC(=O)NC3CCCCC3)cc2C1=O	-0.9	1.3	-4.0	0.3	-13.7	0.8	2.4	5.7
COC(=O)c1ccc(CSCC(=O)Nc2ccccc2)cc1	1.8	-7.9	-4.7	-0.9	6.7	-6.7	0.8	4.0
C[C@@H]1CN([C@@H](C)CO)C(=O)Cc2cc(NC(=O)C3CC3)ccc2O[C@H]1CN(C)S(=O)(=O)c1ccc(F)cc1	-2.2	-2.1	-12.7	0.0	4.4	x	2.0	13.9
C[C@H]1CN([C@@H](C)CO)S(=O)(=O)c2ccc(Br)cc2O[C@@H]1CN(C)C(=O)C1CC1	1.6	4.0	x	0.2	24.0	4.2	-1.4	x
Cc1ccc(S(=O)(=O)NCC(=O)OCc2csc(-c3ccccc3)n2)cc1	x	x	-5.9	-0.1	-30.4	-14.4	x	x
Cc1cc(/C=C\c2nc(O)c([N+](=O)[O-])c(=O)[nH]2)c(C)n1-c1ccccc1	-1.6	8.3	-2.1	0.0	5.5	22.6	2.6	u
COc1ccc(NC(=O)COC(=O)CNS(=O)(=O)c2ccccc2)cc1OC	14.0*	-2.1	-4.3	0.0	1.2	3.4	-0.4	-3.2
CC1CN(C2=NC(=O)/C(=C3/C(=O)N(Cc4ccc(F)cc4)c4ccccc43)S2)CC(C)O1 (stereo not drawn)	-0.8	-0.1	-3.2	0.0	7.8	3.3	-1.1	5.7
CCOC(=O)Cn1cc(C(=O)C(C)(C)C)c2ccccc21	-0.6	6.3	-7.2	0.0	2.5	15.7	5.4	-2.0
CN(C)CCOc1cccc(Cl)c1	x	x	0.6	-0.1	11.4	11.2	x	x
CCOC(=O)N(C)C[C@H]1OCc2ccccc2-c2ccccc2C(=O)N([C@@H](C)CO)C[C@@H]1C	-1.8	-4.6	8.1	-0.1	11.2	x	1.1	11.0
Nc1nc(NCC2CCCO2)nc(Nc2cccc(Cl)c2)c1[N+](=O)[O-] (stereo not drawn)	3.8	-11.9	4.2	-0.1	-17.8	12.9	2.1	-2.0
Cc1ccc(S(=O)(=O)Nc2ccc3c(c2)C(=O)N([C@@H](C)CO)C[C@H](C)[C@@H](CN(C)C(=O)Nc2c(C)noc2C)OCCCC[C@@H](C)O3)cc1	2.5	-3.5	-9.8	-0.1	-6.1	14.5	2.5	-10.8
Oc1ccccc1N1CCN(C(=S)NCCc2ccccc2)CC1	x	x	-2.4	-0.1	-7.1	-37.0	x	x
NC(=O)C1=C[C@H](c2csc3ccccc23)C[C@H](OCCCCO)O1	1.0	-3.5	-5.4	0.0	x	20.4	2.9	x
CCOC(=O)C1(Cc2ccccc2)CCCN(C(=O)COc2ccccc2OC)C1 (stereo not drawn)	0.4	-126.4	x	0.3	-17.9	-164.1	-0.7	1.5
C#CCOCCOCCOCCNc1nc(N2CCN(C(=O)[C@H](CCCCN)n3cc(CN)nn3)CC2)nc(N2CCN(C(=O)[C@H](CCCN=C(N)N)n3cc(C(N)[C@H](C)CC)nn3)CC2)n1 (stereo partly drawn)	-3.1	-3.2	21.1	-0.2	9.6	-12.4	-1.3	-7.5
C[C@H]1CN([C@@H](C)CO)C(=O)c2cc(C3=CCCC3)cnc2O[C@@H]1CN(C)Cc1ccccc1F	-2.2	5.0	x	-0.1	8.9	5.4	x	-3.2
O=C(NCc1cccnc1)c1ccccc1-c1ccccc1	-0.6	0.7	2.0	0.0	4.3	-12.0	-4.0	3.5
C[C@@H]1CN([C@@H](C)CO)C(=O)c2cc(NC(=O)Nc3ccc(F)cc3)ccc2O[C@@H]1CN(C)Cc1ccc(-c2ccccc2)cc1	-0.9	24.6	26.9	0.3	-3.9	x	4.1	9.1
COC(=O)Cc1cc(C)cc2c(=O)cc(-c3ccoc3)oc12	1.1	6.3	x	0.3	x	4.6	-14.0	0.3
Cc1ccc(-c2nc3cccnc3s2)cc1NS(=O)(=O)c1ccc2c(c1)OCCO2	3.0	-2.0	-1.5	-0.2	28.7	21.5	3.0	1.8
COc1ccc(/C=C/C(=O)Nc2ccc(OC)cc2[N+](=O)[O-])cc1	x	x	-6.9	0.1	38.0	-4.5	x	x
Cc1ccc2nc(NC(=O)C3CCCN3C(=O)OC(C)(C)C)sc2c1 (stereo not drawn)	0.8	-38.2	3.8	0.0	-12.7	3.6	4.1	-13.4

Some entries already given with just Xi reactivation and ERp5 inh:
| structure | Xi reactivation | ERp5 inh |
| --- | --- | --- |
| CCOC(=O)N(C)C[C@H]1OCc2ccccc2-c2ccccc2C(=O)N([C@@H](C)CO)C[C@@H]1C | -0.1 | 1.1 |
| COc1ccc(NC(=O)COC(=O)CNS(=O)(=O)c2ccccc2)cc1OC | 0.0 | -0.4 |

Going on with the list.
SMILES	CFTR F508del cor	EWS-Fli inh	ARNT TACC3 PPI	Xi reactivation	INS-1E GSIS act	PAX8 inh HTS	ERp5 inh	DENV2 CPE rescue
Cc1ccc(Cl)cc1NC(=O)CNC(=O)N1CC(=O)Nc2ccccc21	1.0	-0.7	x	0.0	-22.0	12.0	1.2	10.3
O=C(CCn1c(=O)c2ccccc2n(Cc2ccccc2)c1=O)NC1CCN(Cc2ccccc2)CC1	-2.9	9.8	-7.4	0.2	-4.1	22.9	-3.2	3.1
Cc1ccc(NC2CCCN(C(=O)CCc3scnc3C)C2)cc1C (stereo not drawn)	-1.1	0.5	1.1	0.3	31.1	3.0	5.3	1.6
Cc1c(C(=O)N2CCN(S(=O)(=O)c3ccccc3)CC2)oc2ccccc12	-2.7	-0.3	x	0.0	-0.8	8.1	-0.1	1.3
CCOC(=O)c1c(NC(=O)COC(=O)CCOc2ccccc2C)sc(C(=O)NC)c1C	0.3	2.8	-1.2	0.4	-18.6	0.8	4.8	-0.2
CC(=O)Nc1ccc(S(=O)(=O)Nc2nc3ccccc3nc2Nc2ccc(S(N)(=O)=O)cc2)cc1	x	x	-3.6	0.2	13.6	-11.8	x	x
CCC(=O)N1CC2(C1)CN(Cc1nccs1)[C@@H](CO)c1c2c2ccc(OC)cc2n1C	1.7	-3.7	x	0.2	3.8	6.3	13.3	8.4
C#C[C@]1(O)CC[C@H]2[C@@H]3CCc4cc(OC5CCCC5)ccc4[C@H]3CC[C@@]21C	8.7*	-1.2	-1.4&-0.9	0.2	5.8	3.8	1.1	15.6
CCCNC(=O)NC[C@H]1[C@@H](c2ccc(C3=CCCC3)cc2)[C@H](CO)N1C(=O)CC	4.0	-5.4	0.3	-0.1	-3.7	13.1	4.2	-1.7
COc1cccc(C=NNC(=S)NN=Cc2cccc(OC)c2OC)c1OC	2.2	-7.5	-2.1	0.1	15.2	-23.6	2.3	-6.6
